MOR-DOR ag – agonists of OPRM1-OPRD1 heterodimerization, primary screen, cell-based, luminescence. Mu-type opioid receptor (Homo sapiens) + Delta-type opioid receptor (Homo sapiens), …. cells. activation, % at 9.3 µM. hit rate 0.3% among 340,000; in the data active means activation above about 18%;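 further: 0% = vehicle-treated cells and 100% = reference agonist; values of inactives mirror those of a sister screen read the other way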
Target sequence (P35372 whole entry, looked up): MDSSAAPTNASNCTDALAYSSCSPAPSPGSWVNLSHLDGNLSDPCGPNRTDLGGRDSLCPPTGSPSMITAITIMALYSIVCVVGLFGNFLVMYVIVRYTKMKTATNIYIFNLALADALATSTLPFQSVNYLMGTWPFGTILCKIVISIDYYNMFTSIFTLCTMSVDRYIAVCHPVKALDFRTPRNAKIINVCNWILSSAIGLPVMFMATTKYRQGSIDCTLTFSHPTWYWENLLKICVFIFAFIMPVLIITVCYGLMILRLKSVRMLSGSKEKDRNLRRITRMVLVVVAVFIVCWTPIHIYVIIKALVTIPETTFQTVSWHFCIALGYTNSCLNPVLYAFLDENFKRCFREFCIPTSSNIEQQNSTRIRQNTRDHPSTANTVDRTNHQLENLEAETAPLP
Target sequence (P41143 whole entry, looked up): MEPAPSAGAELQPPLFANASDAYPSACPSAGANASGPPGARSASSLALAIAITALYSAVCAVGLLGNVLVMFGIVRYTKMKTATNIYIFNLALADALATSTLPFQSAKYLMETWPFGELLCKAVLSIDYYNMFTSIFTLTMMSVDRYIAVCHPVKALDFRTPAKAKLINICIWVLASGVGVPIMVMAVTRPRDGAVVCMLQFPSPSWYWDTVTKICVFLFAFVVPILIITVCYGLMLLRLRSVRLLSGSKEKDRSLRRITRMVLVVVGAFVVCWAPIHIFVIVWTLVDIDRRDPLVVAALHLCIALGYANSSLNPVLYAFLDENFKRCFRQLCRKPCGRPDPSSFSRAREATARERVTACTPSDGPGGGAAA
Ecoli viability – E. coli V3065 growth inhibition, primary screen, counter-screen for AddAB inhibitor project, absorbance, OD600; 18 h; hit rate 0.27% among 330,000; inhibition, % at 11.9 µM;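 active means inhibition above the campaign's mean inhibition across all tested compounds plus 3 SD, cut at about 9.9% in these data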;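 further: uninfected addAB+ strain grown without phage in ampicillin broth; 0% = DMSO wells and 100% = ciprofloxacin 0.95 µg/ml wells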
PfHsp90 yeast 2 – growth inhibition of PfHsp90-expressing yeast, primary screen, antimalarial PfHsp90 inhibitor project, S. cerevisiae, BacTiter-Glo luminescence, single point, set 2 | BacTiter-Glo ATP, 48 h; yeast lacking PDR1 and PDR3 efflux regulators | inhibition, % at 9.4 µM | hit rate 0.32% among 310,000 | AID 504621, 2011;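 active means every replicate shows inhibition above about 80%, whatever the replicate mean, limit read from the data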;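 further: 0% = DMSO neutral controls and 100% = 20 µM radicicol positive controls; yeast relying on Plasmodium falciparum Hsp90 in place of its own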
PKA-R2B activ – activators of PKA-R2B holoenzyme, primary screen, biochemical, fluorescence polarization, Cy5-IP20, human; PKA-R2B holoenzyme dissociation; R2B truncated from residue 108, S112A mutant; 0% DMSO only, 100% 113 µM cGMP; activation, % at 11.4 µM; hit rate 0.079% among 340,000; AID 504700, 2011;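 active means activation above a cutoff set at the mean over all compounds plus 3 SD, cut at about 18% in these data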;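 further: higher means more holoenzyme dissociation and a rise in polarization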
AddAB inh – growth inhibition of E. coli expressing H. pylori AddAB, primary screen, AddAB inhibitor project, absorbance; inhibition, % at 11.9 µM; hit rate 0.29% among 330,000; AID 435030, 2010; in the data active means inhibition above about 12%;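 further: 0% = vehicle wells of infected cells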
HTR5A inv ctr – HTR5A inverse agonists in luminescence cell assay, primary screen, counter-screen for OPRM1-OPRD1 heterodimer inverse agonist project, full-deck HTS; inhibition, % at 9.3 µM; HTR5A cell line, inverse agonism; AID 504634, 2011; 5-hydroxytryptamine receptor 5A (Homo sapiens), P47898; hit rate 0.083% among 340,000; in the data active means inhibition mostly above about 23%, no sharp cut-off; inactive means mostly below about 18%;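 further: 0% = cells with DMSO and 100% = no-cell wells with DMSO; some compounds called inactive have numbers as strong as hits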
Mot1-301 SUMO – yeast Mot1-301 growth rescue at high temperature, primary screen, SUMOylation pathway inhibitor project, S. cerevisiae, ATP luminescence, 38.5C. S. cerevisiae Mot1-301 growth rescue; percent above DMSO median, 100 means doubled. growth rescue, % at 18.8 µM. hit rate 1% among 320,000. AID 2716, 2010;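 active means every valid replicate shows activation above 250% relative to neutral control wells; inactive means the rest, any valid replicate at or below 250%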;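 further: OY570 slx delta 5 strain wells were the positive control but not used for scaling; some compounds called inactive have numbers as strong as hits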
OPRM1-OPRD1 inv – inverse agonists of MOR-DOR heterodimerization, primary screen, cell-based, luminescence | AID 504357, 2011 | cell-based MOR-DOR heterodimer luminescence, inverse agonism | hit rate 0.21% among 340,000 | inhibition, % at 9.3 µM; in the data active means inhibition above about 22%, passing the limit was not always enough;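 further: 0% = cells with DMSO and 100% = wells without cells with DMSO; values of inactives mirror those of a sister screen read the other way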
phage Ecoli inh – growth loss of phage-infected E. coli, primary screen, RecBCD inhibitor project, absorbance, with phage, HTS; hit rate 0.26% among 360,000; inhibition, % at 11.9 µM; AID 651602, 2012; in the data active means inhibition above about 11%
PKA-R1A act – activators of PKA-R1A holoenzyme, primary screen, biochemical, fluorescence polarization, Cy5-IP20, bovine R1A, mouse PKAc; cAMP-dependent protein kinase type I-alpha regulatory subunit (Bos taurus) + …; PKA-R1A dissociation; scaled: DMSO 0%, 113 µM cGMP 100%; activation, % at 11.4 µM; hit rate 0.083% among 340,000;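 active means percent activation above the mean of all tested compounds plus 3 SD, cut at about 19% in these data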;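 further: higher means more PKAc released from R1A so a rise in polarization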
Tat transport – E. coli Tat export inhibitors, primary screen, MC4100, TorA-mCherry reporter, fluorescence, single point | inhibition, % at 10 µM | hit rate 0.036% among 340,000 | AID 488895, 2010;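 active means mean replicate inhibition at least 50% and at least half of replicates individually reaching 50%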;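 further: exported cargo escapes ClpAP degradation while cytoplasmic cargo is degraded and loses fluorescence; 0% = median of neutral control wells and 100% = median of NaSCN control wells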
Active calls of the source: *.

For COC(=O)[C@]1(C)N[C@H](CN(C)C(=O)Nc2ccc(C(F)(F)F)cc2)[C@@H]2C(=O)N(C)C(=O)[C@@H]21 the results were MOR-DOR ag -1.2, Ecoli viability -1.1, PfHsp90 yeast 2 -2, PKA-R2B activ 8, AddAB inh 2.7, HTR5A inv ctr -7, Mot1-301 SUMO -15, OPRM1-OPRD1 inv 6, phage Ecoli inh -1.0, PKA-R1A act 3 and Tat transport 6.
`CCCOc1ccc(C(=O)NC(C)C(=O)O)cc1` (centres undefined) gave MOR-DOR ag 1.5, Ecoli viability 3.1, PKA-R2B activ 17, AddAB inh 2.6, HTR5A inv ctr 0, Mot1-301 SUMO -11, OPRM1-OPRD1 inv -9, phage Ecoli inh -2.4, PKA-R1A act -3 and Tat transport 4.
For CCNC(=O)c1c(NC(C)=O)sc2c1CCCC2 the results were MOR-DOR ag -0.8, Ecoli viability 0.5, PfHsp90 yeast 2 19, PKA-R2B activ 5, AddAB inh -0.5, HTR5A inv ctr -4, Mot1-301 SUMO 0, OPRM1-OPRD1 inv 4, phage Ecoli inh 1.4, PKA-R1A act -1 and Tat transport -4.
OC(CNCc1ccc(Cl)cc1)C(F)(F)F (centres undefined) was read as MOR-DOR ag 3.6, Ecoli viability 2.8, PfHsp90 yeast 2 6, PKA-R2B activ 1, AddAB inh 0.2, HTR5A inv ctr -1, Mot1-301 SUMO -10, OPRM1-OPRD1 inv -19, phage Ecoli inh 0.3, PKA-R1A act -2 and Tat transport 1.
For O=C(Nc1ccc2c(c1)OCO2)c1cnccn1 the results were MOR-DOR ag -3.4, Ecoli viability 2.7, PfHsp90 yeast 2 18, PKA-R2B activ 13, AddAB inh 2.1, HTR5A inv ctr 9, Mot1-301 SUMO -3, OPRM1-OPRD1 inv 18, phage Ecoli inh 3.0, PKA-R1A act 11 and Tat transport -3.
`COc1ccc(O)c(C(=O)c2cc(C#N)c(=O)n(-c3ccc(Cl)cc3)c2)c1` gave MOR-DOR ag 4.6, Ecoli viability -2.2, PfHsp90 yeast 2 -19, PKA-R2B activ -4, AddAB inh 1.3, HTR5A inv ctr -9, Mot1-301 SUMO 0, OPRM1-OPRD1 inv -24, phage Ecoli inh 1.6, PKA-R1A act -19 and Tat transport 4.
Screening O=C(/C=C/c1ccco1)NC(=S)Nc1ccc(N2CCCC2)cc1 returned MOR-DOR ag 0.9, Ecoli viability 0.2, PfHsp90 yeast 2 -5, PKA-R2B activ -1, AddAB inh 4.1, HTR5A inv ctr -12, Mot1-301 SUMO -8, OPRM1-OPRD1 inv -5, phage Ecoli inh 0.3, PKA-R1A act -11 and Tat transport -3.
`Cc1cccnc1NC(=O)c1ccc(Br)o1` gave MOR-DOR ag -1.6, Ecoli viability -0.8, PKA-R2B activ -13, AddAB inh 1.6, HTR5A inv ctr 3, Mot1-301 SUMO 6, OPRM1-OPRD1 inv 9, phage Ecoli inh 0.9, PKA-R1A act -10 and Tat transport 5.
For CC1CCCCN1S(=O)(=O)c1ccc(S(=O)(=O)N2CCN(c3ccc(F)cc3)CC2)cc1 (centres undefined) the results were MOR-DOR ag 0.8, Ecoli viability 4.8, PfHsp90 yeast 2 -60, PKA-R2B activ 1, AddAB inh 4.4, HTR5A inv ctr -3, Mot1-301 SUMO 10, OPRM1-OPRD1 inv -5, phage Ecoli inh -0.1, PKA-R1A act -2 and Tat transport -3.
Screening COc1ccc(C(=O)OCC(=O)N2CCCC2=O)c(OC)c1 returned MOR-DOR ag -0.3, Ecoli viability -0.5, PfHsp90 yeast 2 -14, PKA-R2B activ -6, AddAB inh 2.6, HTR5A inv ctr -14, Mot1-301 SUMO 2, OPRM1-OPRD1 inv 2, phage Ecoli inh 3.9, PKA-R1A act 1 and Tat transport -14.
`Cc1sc2ncnc(OCC(=O)N3CCN(S(=O)(=O)c4ccc(Cl)cc4)CC3)c2c1C` gave MOR-DOR ag 0.2, Ecoli viability 0.0, PfHsp90 yeast 2 20, PKA-R2B activ -5, AddAB inh 3.1, HTR5A inv ctr 21, Mot1-301 SUMO 2, OPRM1-OPRD1 inv -1, phage Ecoli inh 3.1, PKA-R1A act -14 and Tat transport 4.
Screening O=C(COC(=O)CCc1ccccc1)NC1CCS(=O)(=O)C1 (centres undefined) returned MOR-DOR ag -4.5, Ecoli viability 0.1, PKA-R2B activ -3, AddAB inh -2.4, HTR5A inv ctr 1, Mot1-301 SUMO 12, OPRM1-OPRD1 inv 23, phage Ecoli inh 1.4, PKA-R1A act -2 and Tat transport 4.
Screening Cc1nc(=O)cc(-c2ccccc2)n1-c1ccccc1 returned MOR-DOR ag -1.2, Ecoli viability -2.5, PfHsp90 yeast 2 10, PKA-R2B activ -13, AddAB inh 3.9, HTR5A inv ctr -9, Mot1-301 SUMO -18, OPRM1-OPRD1 inv 6, phage Ecoli inh 3.3, PKA-R1A act 7 and Tat transport -5.
`CCCCCOc1ccc(CSCCNC(=S)Nc2ccccc2)cc1` gave MOR-DOR ag -0.3, Ecoli viability 3.3, PfHsp90 yeast 2 -4, PKA-R2B activ -1, AddAB inh 1.4, HTR5A inv ctr -5, Mot1-301 SUMO -10, OPRM1-OPRD1 inv 2, phage Ecoli inh 2.5, PKA-R1A act 1 and Tat transport 2.
COc1ccc(N(CC(=O)N/N=C/c2ccc(F)cc2)S(=O)(=O)c2ccccc2)cc1 was read as MOR-DOR ag 0.0, Ecoli viability -1.4, PfHsp90 yeast 2 -17, PKA-R2B activ -6, AddAB inh 0.3, HTR5A inv ctr 14, Mot1-301 SUMO 134, OPRM1-OPRD1 inv 0, phage Ecoli inh 0.7, PKA-R1A act -11 and Tat transport 2.
COc1cc2c(cc1OC)C(C(=O)Nc1cc(OC)c(OC)c(OC)c1)C(c1cccnc1)N(C)C2=O (centres undefined) was read as MOR-DOR ag -1.8, Ecoli viability 1.1, PKA-R2B activ -11, AddAB inh 2.2, HTR5A inv ctr 24, Mot1-301 SUMO -1, OPRM1-OPRD1 inv 9, phage Ecoli inh -1.4, PKA-R1A act -14 and Tat transport -2.
Screening CN(C(=O)c1ccc(NC(=O)Cc2ccc([N+](=O)[O-])cc2)cc1)C1CC1 returned MOR-DOR ag -2.0, Ecoli viability -1.0, PfHsp90 yeast 2 33, PKA-R2B activ 0, AddAB inh 1.2, HTR5A inv ctr -17, Mot1-301 SUMO 12, OPRM1-OPRD1 inv 11, phage Ecoli inh 2.8, PKA-R1A act 3 and Tat transport 1.
For Cc1cc(NC(=O)CCN2CCN(C/C=C/c3ccccc3)CC2)ccc1Br the results were MOR-DOR ag 2.1, Ecoli viability 1.1, PfHsp90 yeast 2 -5, PKA-R2B activ 5, AddAB inh -1.5, HTR5A inv ctr -11, Mot1-301 SUMO 8, OPRM1-OPRD1 inv -11, phage Ecoli inh 1.1, PKA-R1A act -11 and Tat transport 9.
Screening C=CC[C@@H](CC(=O)N(CCO)Cc1ccccc1)C(=O)N[C@@H](COC(=O)[C@@H](CC=C)Cc1ccc(F)cc1)Cc1c[nH]c2ccccc12 returned MOR-DOR ag 2.3, Ecoli viability -1.8, PfHsp90 yeast 2 -5, PKA-R2B activ -2, AddAB inh 0.2, HTR5A inv ctr -20, Mot1-301 SUMO -15, OPRM1-OPRD1 inv -13, phage Ecoli inh -2.4, PKA-R1A act -11 and Tat transport 12.
COC(=O)c1sccc1NC(=O)Nc1cccc(F)c1 was read as MOR-DOR ag 4.5, Ecoli viability 3.0, PfHsp90 yeast 2 9, PKA-R2B activ -2, AddAB inh 2.1, HTR5A inv ctr 1, Mot1-301 SUMO -14, OPRM1-OPRD1 inv -22, phage Ecoli inh 1.2, PKA-R1A act -2 and Tat transport 10.
Screening CNc1nc2cccnc2s1 returned MOR-DOR ag -3.1, Ecoli viability 3.4, PfHsp90 yeast 2 -15, PKA-R2B activ 4, AddAB inh -0.5, HTR5A inv ctr -16, Mot1-301 SUMO -3, OPRM1-OPRD1 inv 16, phage Ecoli inh 1.9, PKA-R1A act -1 and Tat transport -8.
CC1CC2(C)CC(C)C1(COC(=O)Nc1ccccc1)CO2 (centres undefined) was read as MOR-DOR ag 0.6, Ecoli viability -1.5, PfHsp90 yeast 2 -1, PKA-R2B activ -4, AddAB inh 2.0, HTR5A inv ctr 3, Mot1-301 SUMO -3, OPRM1-OPRD1 inv -3, phage Ecoli inh 4.9, PKA-R1A act 1 and Tat transport 2.
CC(Sc1nnnn1C)C(=O)Nc1ccc(Oc2ccccc2)cc1 (centres undefined) was read as MOR-DOR ag 1.9, Ecoli viability -2.4, PfHsp90 yeast 2 2, PKA-R2B activ 3, AddAB inh 0.1, HTR5A inv ctr -22, Mot1-301 SUMO 4, OPRM1-OPRD1 inv -12, phage Ecoli inh 4.8, PKA-R1A act 3 and Tat transport -5.
For C=CCn1c(SCC(=O)N2CCc3ccccc3C2)nc2sc(CC)cc2c1=O the results were MOR-DOR ag -2.9, Ecoli viability -0.9, PfHsp90 yeast 2 -61, PKA-R2B activ -9, AddAB inh 4.6, HTR5A inv ctr -17, Mot1-301 SUMO -3, OPRM1-OPRD1 inv 14, phage Ecoli inh 1.3, PKA-R1A act -9 and Tat transport 4.
Screening O=c1c2sccc2[nH]c(=S)n1-c1ccccc1 returned MOR-DOR ag -1.6, Ecoli viability 1.3, PfHsp90 yeast 2 2, PKA-R2B activ -10, AddAB inh -1.8, HTR5A inv ctr 8, Mot1-301 SUMO -4, OPRM1-OPRD1 inv 8, phage Ecoli inh 1.5, PKA-R1A act -1 and Tat transport -8.
Screening Cc1ccc(C(=O)N2CCN(c3ccc(NC(=O)c4ccc5c(c4)OCCO5)cc3)CC2)cc1 returned MOR-DOR ag 1.3, Ecoli viability 3.0, PfHsp90 yeast 2 -5, PKA-R2B activ -3, AddAB inh -0.8, HTR5A inv ctr 0, Mot1-301 SUMO -5, OPRM1-OPRD1 inv -7, phage Ecoli inh -2.5, PKA-R1A act -5 and Tat transport -3.
Screening COc1ccccc1-c1c(C)nn2c(N)c(-c3ccc(Cl)cc3)cnc12 returned MOR-DOR ag 1.3, Ecoli viability 0.0, PfHsp90 yeast 2 -11, PKA-R2B activ 1, AddAB inh 1.7, HTR5A inv ctr 3, Mot1-301 SUMO 0, OPRM1-OPRD1 inv -6, phage Ecoli inh 3.0, PKA-R1A act -1 and Tat transport -1.
`COCCCN(C(=O)CC1OC(=O)c2ccccc21)c1c(N)n(Cc2ccccc2)c(=O)[nH]c1=O` (centres undefined) gave MOR-DOR ag -1.1, Ecoli viability -2.4, PfHsp90 yeast 2 -28, PKA-R2B activ -1, AddAB inh -0.2, HTR5A inv ctr 5, Mot1-301 SUMO 3, OPRM1-OPRD1 inv 6, phage Ecoli inh 0.5, PKA-R1A act 2 and Tat transport 3.

From PubChem BioAssay
